# Rpn11 inh – Rpn11 (PSMD14) deubiquitinase inhibitors, primary screen, biochemical, fluorescence polarization, uHTS | 26S proteasome non-ATPase regulatory subunit 14 (Homo sapiens), O00487 | human 26S proteasome, Ub4-pepOG fluorescence polarization; 20S core pre-blocked with epoxomicin | calls only at 20 µM | 0.59% of 360,000 active;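 active = inhibition at 20 µM, scaled to each plate's controls, above about 33%, limit read from the data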
# Target sequence (O00487 whole entry, looked up): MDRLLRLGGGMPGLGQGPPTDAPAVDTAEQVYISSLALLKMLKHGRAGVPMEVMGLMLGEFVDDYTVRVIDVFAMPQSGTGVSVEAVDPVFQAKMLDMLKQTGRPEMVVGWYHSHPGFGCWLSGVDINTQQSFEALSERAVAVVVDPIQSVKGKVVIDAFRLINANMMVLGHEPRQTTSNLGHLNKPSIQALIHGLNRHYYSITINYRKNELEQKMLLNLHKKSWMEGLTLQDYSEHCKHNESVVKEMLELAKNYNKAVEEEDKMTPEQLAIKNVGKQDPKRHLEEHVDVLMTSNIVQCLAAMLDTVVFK
# MT1-MMP act inh – blockers of MT1-MMP proenzyme processing, primary screen, HT1080 RFP-PRO-GFP cells, GFP/RFP fluorescence. Matrix metalloproteinase-14 (Homo sapiens), P50281. GFP/RFP ratio fluorescence, overnight; percent of plate control window, DMSO zero. GFP/RFP ratio change, % at 20 µM. 0.061% of 360,000 active;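 active = GFP/RFP ratio change of at least 30% with cell ATP level not reduced by more than half and red fluorescence within 50% of control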; also: strong numbers were not always called active
#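 Assay system: HT1080 RFP-PRO-GFP cells | Dosing: 20 µM single dose, 1% DMSO | Incubation: Cells overnight before dosing, compound overnight, 37 °C, 5% CO2 | Evaluation: GFP/RFP fluorescence ratio | Control set: DMSO-only wells and HT1080 RFP-L50D-GFP cell wells as references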
# SUMO1 PPI mod – modulators of SUMO1 protein-protein interactions, primary screen, biochemical, uHTS; Small ubiquitin-related modifier 1 (Homo sapiens), P63165; 0.33% of 360,000 active; inhibition, % at 20 µM; SUMO1 binding to a labelled peptide, TR-FRET, 1 h; in the data active = inhibition above about 37%
# NRP1-CendR mod – modulators of CendR peptide binding to NRP-1, primary screen, biochemical, fluorescence polarization, uHTS; FAM-RPARPAR peptide binding to NRP-1; inhibition, % at 25 µM; Neuropilin-1 (Homo sapiens), O14786; 0.85% of 360,000 active;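 active = inhibition or corrected inhibition above about 18%, plus a signal ratio from 0.5 to 1.5, limit read from the data, passing the limit was not always enough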; also: strong numbers were not always called active
# SKN-1 block – suppressors of acrylamide-induced Pgst-4::GFP reporter in worms, primary screen, SKN-1 inhibitor project, whole organism, uHTS, GFP/RFP fluorescence ratio, strain VP596; C. elegans VP596 Pgst-4::GFP/RFP ratio, 24 h; 0.49% of 360,000 active; AID 624304, 2012; inhibition, % at 21.8 µM;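 active = interference check ratio from 0.5 to 1.5 plus GFP to RFP signal ratio inhibition reaching or exceeding a fixed threshold, cut at about 30% in these data, passing the limit was not always enough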; also: some compounds called inactive have numbers as strong as hits
# LMPTP block – LMPTP phosphatase inhibitors, primary screen, biochemical, fluorescence intensity, uHTS; Low molecular weight phosphotyrosine protein phosphatase (Homo sapiens), P24666; recombinant LMPTP-A, OMFP fluorogenic substrate; inhibition, % at 20 µM; 0.22% of 360,000 active;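 active = compounds that cut the enzyme signal by at least half of the control window in the single-dose screen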;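 also: plate controls were DMSO wells with enzyme plus substrate for no effect and substrate without enzyme for full effect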
#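 Test system – LMPTP-A enzyme · Amount – LMPTP-A at 0.625 nM final in the reaction · Buffer or medium – Bis-Tris pH 6.0, DTT, detergent · Reagent – OMFP 400 µM · Doses – single 20 µM dose · Schedule – reaction 50 min, room temperature, dark · Detection – fluorescence intensity of OMFP turnover product · Evaluation – percent inhibition versus substrate-only and uninhibited controls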
# DNMT1 block – human DNMT1 methyltransferase inhibitors, primary screen, biochemical, molecular beacon, fluorescence, HinP1I cleavage, uHTS; 0.83% of 360,000 active; inhibition (reported as % activation of signal), % at 10 µM; DNA (cytosine-5)-methyltransferase 1 (Homo sapiens), P26358; in the data active = inhibition above about 50%
# STEP inh – STEP phosphatase inhibitors, primary screen, biochemical, fluorescence intensity, uHTS; recombinant STEP, OMFP fluorogenic substrate; inhibition, % at 20 µM; 0.25% of 360,000 active; AID 588621, 2011;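 active = inhibition at 20 µM, scaled per plate between control wells, above about 37%, limit read from the data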;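 also: 0% = DMSO with enzyme and substrate and 100% = substrate only without enzyme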
# Target sequence (P54829 whole entry, looked up): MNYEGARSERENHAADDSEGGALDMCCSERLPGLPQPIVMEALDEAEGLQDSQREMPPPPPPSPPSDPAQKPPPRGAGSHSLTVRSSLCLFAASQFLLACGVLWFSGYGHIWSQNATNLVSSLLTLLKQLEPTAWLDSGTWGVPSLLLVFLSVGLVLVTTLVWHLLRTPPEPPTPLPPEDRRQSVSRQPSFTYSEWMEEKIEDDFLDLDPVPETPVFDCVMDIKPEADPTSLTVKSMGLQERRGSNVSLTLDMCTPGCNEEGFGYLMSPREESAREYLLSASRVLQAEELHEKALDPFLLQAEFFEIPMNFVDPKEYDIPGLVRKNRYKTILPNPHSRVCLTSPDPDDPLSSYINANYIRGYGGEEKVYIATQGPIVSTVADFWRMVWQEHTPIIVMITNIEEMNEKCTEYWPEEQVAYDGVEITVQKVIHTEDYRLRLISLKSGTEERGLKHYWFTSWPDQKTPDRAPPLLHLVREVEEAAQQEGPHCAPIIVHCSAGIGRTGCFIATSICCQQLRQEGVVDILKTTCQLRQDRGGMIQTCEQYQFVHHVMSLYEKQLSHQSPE
#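 Material: STEP (striatal-enriched tyrosine phosphatase) enzyme, cell-free | Medium: 50 mM Bis-Tris pH 6.0 with 2.5 mM DTT and 0.005% Tween 20 | Read-out: Percent inhibition scaled to no-enzyme and uninhibited-enzyme controls, plate-pattern corrected | Signal: Fluorescence read at 480 nm ex / 540 nm em | Times: 20 min reaction, room temperature, in the dark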
# Scp-1 inhibitor – Scp-1 phosphatase inhibitors, primary screen, biochemical, colorimetric, uHTS | 0.88% of 340,000 active | Carboxy-terminal domain RNA polymerase II polypeptide A small phosphatase 1 (Homo … | inhibition, % at 20 µM | Recombinant Scp1, phosphopeptide, malachite green phosphate absorbance;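 active = inhibition above about 50% at 20 µM, limit read from the data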;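 also: plate controls were DMSO wells with enzyme for no effect and wells lacking enzyme for full effect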
# Target sequence (Q9GZU7 76-261 limits assumed): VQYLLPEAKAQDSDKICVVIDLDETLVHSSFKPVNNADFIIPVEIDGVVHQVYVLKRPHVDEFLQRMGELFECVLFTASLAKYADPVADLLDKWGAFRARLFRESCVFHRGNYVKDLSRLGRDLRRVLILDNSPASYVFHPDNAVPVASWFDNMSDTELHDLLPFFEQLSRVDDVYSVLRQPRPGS
#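 Material – SCP-1 phosphatase catalytic domain, residues 76-261 · Buffer or medium – Acidic Tris acetate buffer with magnesium and detergent · Also added – Phospho 17-mer peptide substrate · Compound – single 20 µM dose, 1% DMSO · Times – 45 min room-temperature reaction, 5 min colour, 30 min stabiliser · Technique – Phosphate-binding colour reagent, absorbance read at 630 nm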
# NadD block – inhibitors of S. aureus NadD, primary screen, biochemical, colorimetric, uHTS. Nicotinate-nucleotide adenylyltransferase NadD (Staphylococcus aureus N315). purified NadD enzyme, colorimetric absorbance read-out. inhibition, % at 20 µM. 0.78% of 360,000 active. AID 602399, 2012; in the data active = inhibition above about 26%; also: some compounds past the cut are filed as inactive
# Active calls of the source: *; i = inactive; / = not tested or not shown.
Rpn11 inh	MT1-MMP act inh	SUMO1 PPI mod	NRP1-CendR mod	SKN-1 block	LMPTP block	DNMT1 block	STEP inh	Scp-1 inhibitor	NadD block	Compound
i	0	-1	2	2	-1.3	2	-1	-2	-6	Nc1nnc(SCCOc2ccccc2)s1
i	2	3	6	-13	-1.4	-1	-2	-7	-7	CCOC(=O)N1CCN(CC(O)COc2ccc(C(C)C)c(C)c2)CC1 (stereo not given)
i	-1	-2	4	16	-0.7	10	1	-7	-6	N/C(=C\C(=O)c1cc(Cl)ccc1O)C(Cl)(Cl)Cl
i	2	-38	21	2	0.5	-1	-1	-2	-2	C=CCN1C(=O)c2ccc(C(=O)OCC(=O)N(CC)C3CCS(=O)(=O)C3)cc2C1=O (stereo not given)
i	3	2	9	0	-0.2	-3	-2	-4	6	CC(C)OC(=O)C(=O)NNc1ccccc1
i	-4	-10	9	-9	11	5	-2	-7	4	COc1ccc(C=Nc2cccc3ncccc23)cc1
i	-4	1	9	-9	-1.4	0	-2	-5	-5	COc1ccccc1NC(=O)C1CCN(S(=O)(=O)c2cccs2)CC1
i	-6	-7	1	8	-0.2	-8	-2	-5	-7	COc1cc(C2Nc3ccc4ncccc4c3C3=C2C(=O)CC(C)(C)C3)cc(OC)c1O (stereo not given)
i	0	1	-5	17	-2.0	-2	0	-3	-3	CC(C)(C)NC(=O)C(c1ccco1)N(C(=O)c1csnn1)c1ccccc1 (stereo not given)
i	-1	7	-8	7	1.0	1	-2	-4	-7	CSc1nc(N)c2c(n1)OC(N)=C(C#N)C2c1cccnc1 (stereo not given)
i	0	4	-3	7	-0.8	0	-2	-3	0	O=C(COC(=O)CN1C(=O)c2ccccc2C1=O)Nc1ncc(Cl)cc1Cl
i	2	1	6	-15	-0.1	-7	-1	-12	-2	CC(C)(C)c1ccc(S(=O)(=O)NCC(=O)Nc2sc3c(c2C(N)=O)CCCC3)cc1
i	-1	1	2	10	-1.5	1	-2	/	0	CC1=C(C(=O)N2CCOCC2)CC(CC(=O)NCc2cccc3ccccc23)C(=O)N1CCC1=CCCCC1 (stereo not given)
i	10	2	-1	6	-0.7	2	-2	-4	1	COC(=O)NNC(=O)c1ccc(C)cc1
i	3	0	-1	10	-2.1	1	-2	-3	-2	COc1ccccc1N1CCN(C2CCCN(C(=O)CCc3cnccn3)C2)CC1 (stereo not given)
i	-10	0	4	11	3.2	-10	-2	16	-1	COc1ccc(Nc2ncnc3scc(-c4ccc(OC)cc4)c23)cc1
i	0	2	-15	-32	-0.3	-3	-2	-7	7	O=C(Nc1ccccc1)c1ccc(Cn2cc(C(F)(F)F)ccc2=O)cc1
i	6	7	-3	-13	-1.7	-1	-2	-6	-6	COc1cc(C2N(Cc3ccccc3)CCN2Cc2ccccc2)ccc1OC(C)=O
i	1	-1	15	-30	-0.5	0	3	-2	-4	Cc1ccc(NC2=NCC(=O)N2Cc2ccccc2)c(C)c1
i	4	6	12	2	0.8	-2	1	-14	-12	COc1ccc(OC)c(NC(=O)c2ccc(OC3CSC3)cc2)c1
i	-1	3	-7	5	-1.1	5	-2	-3	2	CCOC(=O)c1cccc(NC(=O)C2CCCN2S(=O)(=O)c2cccc3cccnc23)c1 (stereo not given)
i	10	1	7	18	-1.0	15	0	-12	-4	O=c1c2cn(Cc3ccccc3)c3ccccc3c-2nn1Cc1ccc(F)cc1Cl
i	-9	4	-10	7	0.0	1	2	-7	1	Cc1onc(-c2ccccc2)c1C(=O)Nc1ccc(S(=O)(=O)NC(C)(C)C)cc1
i	-8	1	-6	22	9.5	-5	3	-7	0	O=C(/C=C/c1ccc(Br)cc1)N1CCN(c2cccc(C(F)(F)F)c2)CC1
i	1	1	16	5	-0.5	2	1	-8	-2	O=C(Cc1cc2ccccc2o1)NCc1ccc(F)cc1
i	2	-3	-6	2	-0.4	1	0	-1	-2	COc1cc(OCC(=O)NC(C)C)cc2c1C(=O)O[C@@H](C)CCCC(=O)CCCCC2
i	1	2	8	-8	-2.1	0	-4	-6	3	CCCCn1c(N)c(N(C)C(=O)c2cccc(-n3cnnn3)c2)c(=O)[nH]c1=O
i	2	-3	3	5	0.3	-1	-4	-7	-3	O=S(=O)(c1ccc(Cl)cc1)N1CCSC1c1ccco1 (stereo not given)
i	-9	-8	-10	24	1.2	2	2	-5	0	COc1ccc(Br)cc1C1NC(=O)c2c(sc3c2CCN(C)C3)N1 (stereo not given)
i	0	-36	12	-2	-9.7	2	-1	-7	-7	C#CCOCCOCCOCCNc1nc(N2CCN(C(=O)[C@H](CC(N)=O)n3cc(C(N)[C@@H](C)CC)nn3)CC2)nc(N2CCN(C(=O)[C@H](CCCCN)n3cc([C@@H](N)CC(N)=O)nn3)CC2)n1 (stereo not given in full)
i	-1	0	13	9	2.0	-2	1	1	-1	CC(=O)N1N=C(c2ccc(C)cc2)OC1c1ccc(Br)cc1 (stereo not given)
i	2	-1	-18	-17	-0.2	2	-2	1	-4	CSCCC(C(=O)N(C)CC(=O)Nc1cccc(F)c1)N1C(=O)c2ccccc2C1=O (stereo not given)
i	-1	15	17	21	0.6	0	0	1	-8	Cc1ccc(C)c(S(=O)(=O)N2CCCC2CNC(=O)C(=O)NCc2ccccc2)c1 (stereo not given)
i	-4	1	13	9	1.2	1	1	-4	3	Cn1ccc(NC(=O)Nc2ccc(Cl)cc2Cl)n1
i	-2	4	3	12	-1.2	0	7	-5	-3	O=C(CN(C(=O)c1csnn1)c1ccc(Cl)cc1)NC1CCCC1
i	-1	-2	-5	10	0.3	-1	2	-4	0	CCc1nnc(NC(=O)C2CC(=O)N(C3CCCCC3)C2)s1 (stereo not given)
i	4	-3	-6	-5	0.3	-7	-1	-5	-1	C=CCN1C(=O)C(O)(CC(=O)c2ccccc2)c2ccccc21 (stereo not given)
i	-2	3	11	-5	4.0	-5	-1	-12	-4	COc1ccc(-c2nc(C#N)c(NCc3ccc(F)cc3)o2)cc1OC
i	-4	6	-3	6	-0.1	0	1	-8	5	COc1ccc2c(c1)c(C(=O)O)c(C)n2CCc1ccc(OC)c(OC)c1
i	-3	-4	-14	-13	-0.9	-7	-1	-6	-4	O=C1NCCN(Cc2ccc(F)cc2)C1CC(=O)N1CC=C(c2ccccc2)CC1 (stereo not given)
i	6	-29	10	9	-0.4	5	-2	2	3	O=C(O)c1ccc(-c2nnc(-c3ccc([N+](=O)[O-])cc3)o2)cc1
i	4	1	14	7	-1.0	4	-4	-5	5	O=C(CN1C(=O)NC(CCc2ccccc2)C1=O)N1CCCCCC1 (stereo not given)
i	3	2	4	3	0.5	1	2	3	-3	O=C(NC1=NCCS1)C1CCN(S(=O)(=O)c2ccc(Cl)cc2)CC1
i	3	2	14	-14	0.2	-9	-1	-10	5	CCc1noc(C)c1C(=O)OC(C)C(=O)Nc1ccc2c(c1)OCO2 (stereo not given)
i	2	3	-11	3	-0.4	5	-4	-8	-1	CCN(C[C@H]1N[C@@](CC)(C(=O)OC)[C@H]2C(=O)N(Cc3ccccc3)C(=O)[C@@H]12)C(=O)COC
i	5	1	-3	-4	-0.1	11	-1	-12	1	Cc1cccc(S(=O)(=O)N/N=c2\sc3ccccc3n2C)c1
i	-3	-30	8	4	-0.8	-1	1	-10	-1	O=C(NN=Cc1cc(=O)[nH]c(=O)[nH]1)c1ccncc1
i	-2	-2	-4	-5	0.0	4	9	-6	-1	COc1cc(O)c(C(C)=O)c(OC)c1

# Single records, as listed above.
# Entry for `COc1ccc(-c2nc(C#N)c(NCc3ccc(F)cc3)o2)cc1OC` : Rpn11 inh = i; MT1-MMP act inh = -2; SUMO1 PPI mod = 3; NRP1-CendR mod = 11; SKN-1 block = -5; LMPTP block = 4.0; DNMT1 block = -5; STEP inh = -1; Scp-1 inhibitor = -12; NadD block = -4
# Entry for `COc1cc(O)c(C(C)=O)c(OC)c1` : Rpn11 inh = i; MT1-MMP act inh = -2; SUMO1 PPI mod = -2; NRP1-CendR mod = -4; SKN-1 block = -5; LMPTP block = 0.0; DNMT1 block = 4; STEP inh = 9; Scp-1 inhibitor = -6; NadD block = -1

# Later entries.
Rpn11 inh	MT1-MMP act inh	SUMO1 PPI mod	NRP1-CendR mod	SKN-1 block	LMPTP block	DNMT1 block	STEP inh	Scp-1 inhibitor	NadD block	Compound
i	36	-4	-1	-7	0.6	-2	-2	-9	-6	CC(=O)c1ccc(OCCCC(=O)Nc2ccc(Cl)c(S(=O)(=O)N3CCOCC3)c2)cc1
i	-1	0	-3	-2	-0.9	0	-3	5	-2	Cc1nn(-c2ccccc2)c(C)c1NS(=O)(=O)c1ccccc1
i	-1	-2	10	9	2.1	6	-2	-6	-5	Cc1cccc(NC(=O)COC(=O)c2ccc3c(c2)OCO3)c1C
i	1	2	-2	-3	-2.5	1	-3	0	-4	COc1ccccc1-n1c(-c2cccnc2)n[nH]c1=S
i	-25	-36	-30	-1	-0.8	-7	5	-9	4	CCN1CCc2c(sc(NC(=O)c3ccc(C(=O)c4ccccc4)cc3)c2C(N)=O)C1
i	4	2	6	15	1.3	1	13	-8	1	COc1ccc(NS(=O)(=O)c2ccc(NC(=S)NCC3CCCO3)cc2)cc1 (stereo not given)
i	0	18	6	-2	-0.3	3	-2	-4	-3	C=CCNC(=O)NC(=O)COC(=O)C(C)Oc1ccc(Cl)cc1Cl (stereo not given)
i	1	2	-3	1	0.5	2	3	-10	-1	COc1ccccc1Cn1cccc1C=O
i	3	-1	-12	14	-0.7	3	-1	-6	-8	COC(=O)c1c(NC(=O)C2CCC2)sc(C(=O)N(C)C)c1C
i	-2	-6	16	1	1.2	-1	0	-11	-8	COCCCn1c(SCC(=O)Nc2ccc(C(=O)OC)cc2)nc2ccccc2c1=O

# Compound activity as filed in PubChem BioAssay.
